AMA1 RON2 block: disrupts binding of P. falciparum AMA1 to RON2; AlphaScreen AMA1-biotinylated RON2 peptide binding; Potency, µM (doses to about 58.2 µM), inactives show at the top dose activity change, negative = inhibition, usual class: inhibitors; hit rate 0.2% among 360,000; AID 720542;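 further: potency means the concentration at half of the fitted maximal effect; 0% = vehicle wells and -100% = peptide control; nearly all actives have a fitted effect of over 45% in size; some results filed as inactive show a strong effect at the top dose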
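AMA1 (3D7) with his tag at 25 nM final met compounds first, then biotinylated RON2 peptide at 25 nM; detection used donor plus acceptor beads, 10 µg/mL apiece, read by AlphaScreen after 30 min at room temperature.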
LmPK inh: LmPK (Leishmania mexicana) enzyme inhibition; Q27686; purified LmPK, Kinase-Glo ATP luminescence, 1 h; Potency, µM (highest dose often 57.5 µM), for inactives: at the highest dose activity change, negative = inhibition, hits mostly inhibitors; hit rate 0.37% among 290,000; AID 1721; further: potency means the concentration at half of the fitted maximal effect; on the % scale 0 is the no-effect control and ±100 the full control effect
Target sequence (Q27686 whole entry, looked up): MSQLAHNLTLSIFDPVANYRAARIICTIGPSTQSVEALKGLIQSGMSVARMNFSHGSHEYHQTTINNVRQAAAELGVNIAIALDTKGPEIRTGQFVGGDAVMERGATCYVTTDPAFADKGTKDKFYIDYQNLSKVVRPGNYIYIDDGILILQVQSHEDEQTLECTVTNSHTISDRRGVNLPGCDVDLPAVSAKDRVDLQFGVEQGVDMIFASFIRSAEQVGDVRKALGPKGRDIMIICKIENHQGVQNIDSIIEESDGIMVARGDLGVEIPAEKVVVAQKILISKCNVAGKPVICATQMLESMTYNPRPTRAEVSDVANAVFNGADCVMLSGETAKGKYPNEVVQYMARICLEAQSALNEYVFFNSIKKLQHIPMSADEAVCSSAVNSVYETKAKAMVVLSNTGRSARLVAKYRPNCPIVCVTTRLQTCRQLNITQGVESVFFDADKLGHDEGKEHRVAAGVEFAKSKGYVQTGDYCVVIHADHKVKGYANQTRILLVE
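Purified LmPK (0.1 nM) converted ADP (0.1 mM) to ATP with PEP (0.5 mM) in imidazole buffer pH 7.2 with KCl and MgCl2, 1 h at room temperature. ATP was read by Kinase-Glo luminescence; data normalized to uninhibited and no-enzyme controls.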
Shiga toxin inh: blocks Shiga toxin action in Vero cells; inhibition, % at 38.7 µM; AID 2315; hit rate 9.2% among 290,000; Vero cells, Shiga toxin protein synthesis inhibition reporter; in the data active means inhibition mostly above about 28%, no sharp cut-off; inactive means mostly below about 43%; further: 0% is about no effect
Pf growth 48h: inhibits P. falciparum growth in the first generation, 48 h | hit rate 5.9% among 310,000 | AID 504832 | P. falciparum luciferase growth in erythrocytes, 48 h | Potency, µM (series often up to 28.7 µM), without a hit: top-dose activity change, negative = inhibition, most hits filed as inhibitors; further: potency means the concentration at half of the fitted maximal effect; on the % scale 0 is the no-effect control and ±100 the full control effect
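In quantitative HTS format, infected erythrocytes bearing luciferase-reporter parasites were treated for a single generation at 37 C. Luminescence after adding detection reagent served as the growth measure.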
Cycloheximide cs: affects cycloheximide protein synthesis inhibition readout, counter-screen. hit rate 12% among 300,000. max response, %. cell reporter, cycloheximide protein synthesis inhibition counterscreen; in the data active means max response mostly above about 13%, no sharp cut-off; inactive means mostly below about 14%; further: read at 38.3 µM for the half of the compounds with a filed dose; 0% is about no effect
Pf growth 96h: inhibits malaria parasite growth, 96 h; hit rate 6.9% among 320,000; P. falciparum luciferase reporter growth, 96 h; Potency, µM (series often up to 28.7 µM), for inactives: top-dose activity change, negative = inhibition, hits mostly inhibitors; further: potency means the concentration at half of the fitted maximal effect; on the % scale 0 is the no-effect control and ±100 the full control effect
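Compounds incubated with erythrocytes infected by luciferase-expressing P. falciparum (2% hematocrit, 0.05% parasitemia final) for 96 hours, 37 C in 5% CO2. Growth inhibition scored as decreased luciferase luminescence.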
Tb PYK inh: inhibitors of Trypanosoma brucei pyruvate kinase; Potency, µM (top dose mostly 76.8 µM), without a hit: top-dose activity, negative = inhibition, hits mostly inhibitors; TbPYK enzyme, Kinase-Glo Plus ATP luminescence, 45 min; hit rate 0.12% among 410,000; Q57TT1; further: potency means the concentration at half of the fitted maximal effect; on the % scale 0 is the no-effect control and ±100 the full control effect; nearly all actives have a fitted effect of over 50% in size
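T. brucei PYK with substrate was exposed to pin-transferred compounds across a concentration series, then started with 130 uM ADP (final). After 45 min at room temperature, Kinase-Glo Plus luminescence was read, normalized and curve-fitted.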
* = called active by the depositor; u = inconclusive; x = no result given; [ ] = remark or other dose. Unless noted, the call rests on the fitted dose curve; in most records, active means well fitted curve in the direction sought with a large enough effect; inconclusive means small, poorly fitted or top-dose-only effect, or another doubt; inactive means no such curve, though single readings can be large; an effect the other way counts as inactive or inconclusive.

Values in the order – AMA1 RON2 block, LmPK inh, Shiga toxin inh, Pf growth 48h, Cycloheximide cs, Pf growth 96h, Tb PYK inh
1: CCOC(=O)c1cccc(NC(=O)c2cc3sccc3n2C)c1
    -12%, 2%, 46*, 116%[activator], 39*, x, -2%
2: Cc1cc(Cl)nc2c(C(C)C)cccc12
    7%, 2%, 16, -8%, -1, 26%, -26%
3: CCSc1nnc([C@H](Cc2c[nH]c3ccccc23)NC(=O)OC(C)(C)C)o1
    -12%, 10%, -3, x, 1, u, 0%
4: CCOc1ccc(NC(=O)Nc2ccc3nsnc3c2)cc1
    -5%, 2%, 32, -53%, 33*, 73%[activator], -3%
5: O=C(Nc1cc(S(=O)(=O)N2CCOCC2)ccc1OCC(F)(F)F)C1=COCCO1
    37%[activator], x, x, u, x, u, -4%
6: CCC1CCc2c([nH]c3ccccc3c2=O)O1 (configuration not stated)
    6%, -1%, 12, u, -2, 2.3µM*, -11%
7: COc1ccc(N(C)S(=O)(=O)c2cccc(C(=O)N(C)Cc3ccc(C)o3)c2)cc1
    -9%, 0%, 10, u, -2, -18%, 0%
8: O=C(CSc1ncn[nH]1)Nc1c(Br)cc([N+](=O)[O-])cc1Br
    4%, 2%, -15, -1%, -7, -19%, -6%
9: COc1cc2c(cc1OC)C(=O)N1[C@H]3c4cc(Cl)ccc4OC[C@@H]3[C@H](c3ccccc3)[C@]1(C)C(=O)N2
    -7%, x, x, 15µM*, x, 9.3µM*, 2%
10: CC(=O)N1CCN(c2ccc(NC(=O)c3ccc([N+](=O)[O-])cc3)cc2)CC1
    0%, 0%, 10, 0%, -1, -4%, 0%
11: Cc1occc1-c1nnc(SCC(=O)c2ccccc2)n1CC1CCCO1 (configuration not stated)
    4%, -1%, 31, u, 20*, -16%, -7%
12: Cc1ccc(/C=N/n2c(-c3ccc(Cl)cc3)n[nH]c2=S)s1
    23%, -2%, -5, -22%, -2, -3%, -29%
13: O=C(CCCN1C(=O)/C(=C/c2ccccc2Cl)SC1=S)Nc1cccnc1
    -17%, -9%, 42*, u, 29*, 87%[activator], 2%
14: COc1ccc(-c2noc(C3CCCN(S(=O)(=O)c4ccc(C)c(Cl)c4)C3)n2)cc1OC (configuration not stated)
    4%, 1%, -6, 9%, -3, u, 0%
15: CC(C)n1ncc2c(C(=O)N3CCN(c4ccccc4)CC3)cc(-c3ccccc3)nc21
    -9%, x, x, u, x, u, -3%
16: COc1cccc(CN2CC(C(=O)N(C)Cc3ccc(C)cc3)CCC2=O)c1 (configuration not stated)
    -2%, -1%, 29, u, 43*, 5%, 0%
17: Cc1ccc(C(C)C)c(OCc2nnc(SCC(=O)Nc3nccs3)n2C)c1
    -2%, 0%, -13, u, -2, x, 10%
18: O=S(=O)(Cc1cccc(C(F)(F)F)c1)c1ncn[nH]1
    -15%, 1%, -4, 1%, 6, 4%, 2%
19: CC(C)c1c(C(=O)N/N=C/C2CC=CCC2)nnn1-c1nonc1N (configuration not stated)
    48%[activator], -5%, -10, 3%, 0, -58%, -2%
20: CCOC(=O)c1c(C)cc(C)n2c1nc1ccccc12
    7%, 2%, 24, u, 13, 12µM*, 4%

A different layout for some results above.
| # | Molecule | AMA1 RON2 block | LmPK inh | Shiga toxin inh | Pf growth 48h | Cycloheximide cs | Pf growth 96h | Tb PYK inh |
| --- | --- | --- | --- | --- | --- | --- | --- | --- |
| 13 | O=C(CCCN1C(=O)/C(=C/c2ccccc2Cl)SC1=S)Nc1cccnc1 | -17% | -9% | 42* | u | 29* | 87%[activator] | 2% |
| 14 | COc1ccc(-c2noc(C3CCCN(S(=O)(=O)c4ccc(C)c(Cl)c4)C3)n2)cc1OC (configuration not stated) | 4% | 1% | -6 | 9% | -3 | u | 0% |
| 15 | CC(C)n1ncc2c(C(=O)N3CCN(c4ccccc4)CC3)cc(-c3ccccc3)nc21 | -9% | x | x | u | x | u | -3% |
| 16 | COc1cccc(CN2CC(C(=O)N(C)Cc3ccc(C)cc3)CCC2=O)c1 (configuration not stated) | -2% | -1% | 29 | u | 43* | 5% | 0% |
| 17 | Cc1ccc(C(C)C)c(OCc2nnc(SCC(=O)Nc3nccs3)n2C)c1 | -2% | 0% | -13 | u | -2 | x | 10% |
| 18 | O=S(=O)(Cc1cccc(C(F)(F)F)c1)c1ncn[nH]1 | -15% | 1% | -4 | 1% | 6 | 4% | 2% |
| 19 | CC(C)c1c(C(=O)N/N=C/C2CC=CCC2)nnn1-c1nonc1N (configuration not stated) | 48%[activator] | -5% | -10 | 3% | 0 | -58% | -2% |

Exported screen by screen: 4 of the compounds above
16) COc1cccc(CN2CC(C(=O)N(C)Cc3ccc(C)cc3)CCC2=O)c1 (configuration not stated)
17) Cc1ccc(C(C)C)c(OCc2nnc(SCC(=O)Nc3nccs3)n2C)c1
18) O=S(=O)(Cc1cccc(C(F)(F)F)c1)c1ncn[nH]1
19) CC(C)c1c(C(=O)N/N=C/C2CC=CCC2)nnn1-c1nonc1N (configuration not stated)

| Screen / compound no. | 16 | 17 | 18 | 19 |
| --- | --- | --- | --- | --- |
| AMA1 RON2 block | -2% | -2% | -15% | 48%[activator] |
| LmPK inh | -1% | 0% | 1% | -5% |
| Shiga toxin inh | 29 | -13 | -4 | -10 |
| Pf growth 48h | u | u | 1% | 3% |
| Cycloheximide cs | 43* | -2 | 6 | 0 |
| Pf growth 96h | 5% | x | 4% | -58% |
| Tb PYK inh | 0% | 10% | 2% | -2% |

Continuation.
Values in the order – AMA1 RON2 block, LmPK inh, Shiga toxin inh, Pf growth 48h, Cycloheximide cs, Pf growth 96h, Tb PYK inh
21: Cc1cc(C(=O)N2CCc3ccccc32)c2cc(F)ccc2n1
    -3%, -4%, 72*, -22%, 35*, -16%, -4%
22: O=C(CSc1nnnn1-c1ccccc1)Nc1ncc2c(n1)CC(c1ccccc1)CC2=O (configuration not stated)
    -2%, -5%, 4, 12%, -2, x, 6%
23: CCOC(=O)/C=C1\SCC(=O)N1CC(=O)Nc1ccc(OC)c(OC)c1
    -5%, 1%, 4, 8%, -2, x, -2%
24: COc1cccc(/C=N\Nc2nncc(-c3ccccc3)n2)c1
    15%, 5%, 23, 35%[activator], 7, 31%[activator], -4%
25: O=C(CSc1nc2ccc(Cl)cc2[nH]1)NCc1ccco1
    0%, 0%, -11, 18%, -2, u, 1%
26: c1ccc2c(c1)Oc1cccc3cccc-2c13
    198%[activator], 2%, 25*, 34%[activator], 12*, -3%, 7%
27: O=C1C2C3C=CC(CC3)C2C(=O)N1c1nccs1 (configuration not stated)
    -2%, -1%, -8, -1%, -1, u, 9%
28: C=CCSc1nc2ccccc2n1S(=O)(=O)c1ccc(C)cc1
    29%, -2%, 19, 20%, 21*, 29%, 0%
29: Cc1cc(C)cc(N2CN=C3SCC(=O)N3C2)c1
    -1%, 4%, 10, 12%, -2, u, 0%
30: CCN(C(=O)COC(=O)CNC(=O)c1cccc(C)c1)c1c(N)n(Cc2ccccc2)c(=O)[nH]c1=O
    16%, x, x, 1%, x, 27%, 0%
31: Cc1cc(C)nc(SCC(=O)c2ccc(Cl)cc2)n1
    5%, 2%, -7, x, 3, -21%, 2%
32: Cc1sc2nc3n(c(=O)c2c1C)CCCCC3
    0%, 0%, 13, 17%, 8, u, -5%
33: O=C(CN1CCC2(CC1)OCCO2)c1ccc2cc[nH]c2c1
    -5%, 8%, -4, 34%[activator], 11, 21%, -12%
34: COC(=O)C(Cc1ccccc1)NC(=O)c1ccc(C)cc1 (configuration not stated)
    -2%, -7%, 22, 447%[activator], 15, -23%, 0%
35: CCOC(=O)CCc1c(C)c2ccc(OCc3cc([N+](=O)[O-])ccc3OC)cc2oc1=O
    -15%, 1%, 14, 27%, 4, 12%, 7%
36: COc1cccc(NC(=O)C2c3cc(OC)c(OC)cc3C(=O)N(C)C2c2cccnc2)c1 (configuration not stated)
    2%, -3%, 26, 8.3µM*, -7, u, 5%
37: CCCCCCNC(=O)CCCCCNS(=O)(=O)c1ccc(Br)cc1
    15%, 8%, -3, u, -1, 65%[activator], 1%
38: CCOC(=O)c1ccccc1NC(=O)c1nc2nccc(C)n2n1
    -16%, 2%, -13, u, -1, x, 0%
39: COc1cc(C(=O)O/N=C(\N)Cc2ccc([N+](=O)[O-])cc2)cc(OC)c1OC
    -2%, 4%, 3, u, -1, u, -3%
40: O=C(CCC(=O)N1CCOc2ccc(Cl)cc21)N1CCC2(CC1)OCCO2
    -2%, -4%, 9, 18%, 1, u, 0%
41: CC(C)c1csc(CN2CCN(Cc3ccc(F)cc3)C(CCO)C2)n1 (configuration not stated)
    5%, -6%, -10, u, 1, 10%, -6%
42: CN1CCC(NC(=O)NC2CCCCC2)CC1
    0%, 2%, 4, -3%, 1, u, 2%
43: Cc1nc(-c2ccc(Cl)cc2)sc1C(=O)O
    -13%, -4%[11.5 µM], 91*, 120%[activator], 25, 0%, -1%
44: O=C(Cn1ccc2ccccc2c1=O)NCC(=O)N1CCCCC1
    10%, -2%, -8, 23%, -1, -4%, -9%
45: CCN(C(=O)CSc1nc2ccccc2n1CCc1ccccc1)C1CCS(=O)(=O)C1 (configuration not stated)
    4%, 9%, -1, -17%, -1, x, -27%
46: O=C(O)/C=C/c1cccc(NC(=O)c2ccc(Cl)cc2)c1
    16%, 4%, 34, 0.33µM*, 3, 5%, 2%
47: CC(C)(C)NC(=O)c1nc2ccccc2s1
    0%, 6%, 47*, -11%, 21*, 14%, -7%
48: O=C(Oc1ccc(F)cc1)c1cccnc1
    6%, -8%, -5, -22%, 3, u, 0%
49: Cc1ccc(C(=O)N(Cc2ccc3c(c2)OCO3)Cc2nc3ccccc3c(=O)[nH]2)cc1
    21%, 0%, -10, x, -1, u, -1%
50: CSCC[C@H](NC(=O)c1ccc(Cl)c(S(=O)(=O)N2CCCC2)c1)c1nc2ccccc2[nH]1
    -6%, 11%, 16, 12µM*, -1, 10µM*, -1%
51: COc1cccc(CN(C(=O)Cc2c[nH]c3ccccc23)C(C(=O)NC2CCCCC2)c2ccc(C)o2)c1 (configuration not stated)
    -7%[2.32 µM], 1%, 9, 13µM*, 8, u, -3%
52: Cc1nc(SCC(=O)N2c3ccccc3Sc3ccccc32)n[nH]1
    6%, 1%, -10, x, -6, 16%, 2%
53: O=C(O)CCCCCNS(=O)(=O)c1ccc2c(c1)OCCO2
    -11%, -1%, -14, 45%[activator], -1, u, 1%
54: Nc1c(C(=O)c2ccc(Cl)cc2)sc2nc3c(cc12)CCC3
    -11%[11.6 µM], 6%, 26, 37%[activator], 32*, u, 0%
55: Cc1nonc1CN(C)C(=O)CC1C(=O)NCCN1Cc1ccc(F)c(F)c1 (configuration not stated)
    -10%, 0%, -13, 41%[activator], -1, 46%[activator], -2%
56: N#Cc1sc(=O)[nH]c1Cl
    1%, x, 15, x, 6, x, 0%
57: O=C(NCC(=O)N(c1ccccc1)C(C(=O)NCC1CCCO1)c1ccccc1)c1ccco1 (configuration not stated)
    -7%, 0%, 10, -17%, 4, -80%, -4%
58: CCn1c(SC(C)C(=O)O)nnc1-c1cccnc1 (configuration not stated)
    -8%, 13%, 5, x, 6, u, -13%
